PLCg1 inh: PLC-gamma1 enzyme inhibitors, primary screen, biochemical, fluorescence, purified enzyme; hit rate 0.84% among 370,000; fluorogenic substrate; inhibition, % at 12.2 µM; 1-phosphatidylinositol 4,5-bisphosphate phosphodiesterase gamma-1 (Homo sapiens), P19174; AID 720700, 2013; in the data active = inhibition above about 9.5%
ADAM10 inh: human ADAM10 inhibitors, primary screen, biochemical, QFRET, HTS; Disintegrin and metalloproteinase domain-containing protein 10 (Homo sapiens), O14672; recombinant ADAM10, EDANS/DABCYL FRET peptide cleavage, 3 h; inhibition, % at 7 µM; hit rate 0.62% among 370,000; AID 720582, 2013;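 active = inhibition above a per-campaign cutoff equal to the mean of compounds falling between control-based bounds plus 3 SD, cut at about 20% in these data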;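 note: 0% = DMSO wells while the 100% control is not disclosed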
hcDAF-12 act: H. contortus DAF-12 nuclear receptor activators, primary screen, cell-based, luminescence, HEK293, lit1-tk-luc reporter; HEK293 hcDAF-12 lit1-tk-luc reporter; 0% DMSO, 100% Δ7-dafachronic acid; activation, % at 6.8 µM; hit rate 1.4% among 370,000;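 active = activation above the mean of all tested compounds plus 3 SD, cut at about 5.5% in these data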;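 note: 100% = response to 3 µM Δ7-dafachronic acid high control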
DAX1 inh-1: DAX1 (NR0B1) inhibitors on StAR promoter, primary screen, cell-based, luminescence, SF-1 (NR5A1), full-length DAX-1; HEK293T StAR-luciferase reporter, SF-1/DAX-1 repression relief; inhibition, % at 6.8 µM; hit rate 1.1% among 370,000; AID 652010, 2013;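 active = inhibition above the mean over all tested compounds plus 3 SD, cut at about 3.6% in these data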;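 note: 0% = DAX-1 cells with DMSO and 100% = cells lacking DAX-1 with DMSO; higher inhibition means more luminescence from relief of DAX-1 repression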
ssDAF12 agonist: S. stercoralis DAF-12 nuclear receptor activators, primary screen, cell-based, luminescence, HEK293, GRIP1 co-expression, lit1-tk-luc | Nuclear hormone receptor DAF-12 (Strongyloides stercoralis) | HEK293 ssDAF-12/GRIP1 lit1-tk-luc reporter; % of 3 µM dafachronic acid response | activation, % at 6.8 µM | hit rate 1% among 370,000 | AID 652126, 2013;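 active = activation above the mean over all tested compounds plus 3 SD, cut at about 0.9% in these data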;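 note: 0% = DMSO-only wells and 100% = 3 µM delta7-dafachronic acid wells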
sPLA2-III inh: human group III sPLA2 inhibitors, primary screen, biochemical, QFRET, BODIPY PC-A2 liposome substrate. inhibition, % at 12.2 µM. Group 3 secretory phospholipase A2 (Homo sapiens), Q9NZ20. QFRET BODIPY PC-A2 liposome hydrolysis, fluorescence. hit rate 0.56% among 370,000. AID 743126, 2013;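 active = inhibition above mean plus 3 SD of compounds lying within the high and low control bounds, cut at about 19% in these data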;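 note: 0% = median of test compound wells and 100% = no enzyme DMSO wells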
Target sequence (Q9NZ20 whole entry, looked up): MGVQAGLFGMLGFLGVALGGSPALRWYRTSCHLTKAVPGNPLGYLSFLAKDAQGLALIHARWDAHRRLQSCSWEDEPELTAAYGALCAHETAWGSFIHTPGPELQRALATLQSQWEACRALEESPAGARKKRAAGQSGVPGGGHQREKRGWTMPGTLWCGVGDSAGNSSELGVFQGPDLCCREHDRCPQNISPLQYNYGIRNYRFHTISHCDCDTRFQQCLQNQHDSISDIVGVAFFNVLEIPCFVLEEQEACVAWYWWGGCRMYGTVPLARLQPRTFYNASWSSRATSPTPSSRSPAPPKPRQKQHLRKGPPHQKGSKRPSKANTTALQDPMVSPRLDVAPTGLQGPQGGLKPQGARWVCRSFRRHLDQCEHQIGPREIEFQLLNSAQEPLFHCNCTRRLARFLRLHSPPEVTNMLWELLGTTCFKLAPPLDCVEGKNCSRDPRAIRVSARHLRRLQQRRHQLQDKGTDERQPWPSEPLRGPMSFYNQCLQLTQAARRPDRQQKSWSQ
DAX1 inh-2: DAX1 (NR0B1) inhibitors, primary screen, cell-based, HEK293, Gal4-DAX1, luciferase luminescence | inhibition, % at 6.75 µM | AID 504766, 2011 | hit rate 0.99% among 340,000 | HEK293 Gal4-DAX1 luciferase reporter | Nuclear receptor subfamily 0 group B member 1 (Homo sapiens), P51843;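 active = inhibition above the mean over all tested compounds plus 3 SD, cut at about 4.2% in these data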;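 note: 0% = DAX1-transfected cells with DMSO and 100% = empty-vector control cells with DMSO; inhibition shows as a rise in luminescence from relieved DAX1 repression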
Target sequence (P51843 207-470 limits assumed): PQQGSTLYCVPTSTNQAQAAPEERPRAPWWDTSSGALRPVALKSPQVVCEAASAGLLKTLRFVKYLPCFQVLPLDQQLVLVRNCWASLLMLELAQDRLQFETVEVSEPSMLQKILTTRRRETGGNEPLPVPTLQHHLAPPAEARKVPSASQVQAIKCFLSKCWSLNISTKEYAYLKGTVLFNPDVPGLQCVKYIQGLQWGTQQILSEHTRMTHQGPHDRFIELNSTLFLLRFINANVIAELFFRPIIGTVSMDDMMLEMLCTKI
ADAM17 inh: ADAM17 inhibitors, primary screen, biochemical, QFRET; recombinant ADAM17, EDANS/DABCYL FRET peptide cleavage; inhibition, % at 6.95 µM; hit rate 0.83% among 370,000;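 active = inhibition above the mean of compounds lying between control limits plus 3 SD, set per campaign, cut at about 8.5% in these data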;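 note: 0% = DMSO-only wells as the low control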
PLC-beta3 inh: human PLC-beta3 inhibitors, primary screen, biochemical, fluorescence; inhibition, % at 12.2 µM; Purified PLC-beta3, fluorogenic substrate; 1-phosphatidylinositol 4,5-bisphosphate phosphodiesterase beta-3 (Homo sapiens), Q01970; hit rate 0.18% among 370,000; in the data active = inhibition above about 11%;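 note: 0% = median of compound wells on plate and 100% = full blocker control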
hgDAF-12 ag: H. glycines DAF-12 receptor agonists, primary screen, cell-based, luminescence, HEK293, GAL4 fusion, UAS-luciferase | HEK293 GAL4-hgDAF12 UAS-luciferase reporter, agonist luminescence; normalized to butyrate control | AID 687014, 2013 | hit rate 1.8% among 370,000 | Nuclear hormone receptor DAF-12 (Heterodera glycines), GAL4 fusion | activation, % at 6.8 µM;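 active = activation above a cutoff set at the mean of all screened compounds plus 3 SD, cut at about 10% in these data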;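 note: 0% = DMSO wells and 100% = sodium butyrate wells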
GAA850 FXN act: FXN promoter activators, primary screen, cell-based, luciferase luminescence, HEK293 lucGAA850. HEK293 lucGAA850 FXN promoter luciferase reporter, 24 h; percent of 10 µM SAHA response. activation, % at 6 µM. hit rate 0.56% among 360,000;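 active = activation above the average of all compounds screened plus 3 SD, cutoff fixed separately per campaign, cut at about 7.5% in these data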;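 note: 0% = DMSO wells and 100% = 10 µM SAHA wells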
Numbers without * were called inactive; i = inactive; · = no result given.

compound,PLCg1 inh,ADAM10 inh,hcDAF-12 act,DAX1 inh-1,ssDAF12 agonist,sPLA2-III inh,DAX1 inh-2,ADAM17 inh,PLC-beta3 inh,hgDAF-12 ag,GAA850 FXN act
CC(=O)C(Sc1ccc2nnc(-c3ccncc3)n2n1)C(C)=O,-7,-35,-2.5,-0.3,-2.0,-2,2.4,-7,-8,4.6,-1.7
O=C(NC1CCN(S(=O)(=O)c2cccc([N+](=O)[O-])c2)CC1)C1CCCCC1,2,-1,-0.6,0.3,-1.0,3,-1.3,1,1,-0.9,0.5
CCOC(=O)C1CCN(C(=O)CC2(CC(=O)O)CCCC2)CC1,3,1,0.3,0.2,-0.8,-2,-1.3,2,5,-0.4,0.1
COc1ccc(CCNC(=O)CSc2nc(C)nc3c2oc2ccccc23)cc1OC,0,-4,0.6,-0.6,-0.7,0,-0.3,-4,-1,1.8,-1.8
COc1cc(NC(=O)c2ccc(-c3cccnc3)c3ccoc23)cc(OC)c1OC,-14,-10,-3.0,-3.5,-2.6,2,·,-2,-21,-8.0,-1.7
CC(=O)Nc1ccc(NC(=O)c2c(C)nn(-c3ccccc3)c2Cl)cc1C,-2,-2,0.7,0.2,-1.2,-1,2.5,0,-3,-0.7,0.9
O=C(NN=Cc1ccccc1O)C(O)c1ccccc1 (stereo not given),-30,-58,1.4,-0.1,-0.6,-5,0.6,-14,-35,-0.1,-2.8
C=CCN(c1ccccc1)S(=O)(=O)c1cccc(C(=O)Nc2nnc(SCC)s2)c1,-23,-3,0.1,0.0,-1.1,-7,-0.6,-1,-32,-1.2,3.3
COCCNC(=O)C1(C)CCCN(C(=O)c2ccco2)C1 (stereo not given),1,-17,0.8,-0.2,-0.6,6,·,-4,0,1.9,1.2
CCOC(=O)C[C@H]1c2ccccc2S(=O)(=O)N1Cc1cc(OC)c(OC)c(OC)c1,0,-5,-1.2,-0.6,-1.2,-2,-1.1,-7,-1,0.9,1.9
COc1ccc(NC(=O)Cn2cnc3c(cnn3-c3ccc(C)c(C)c3)c2=O)c(OC)c1,1,2,-0.3,-1.2,-1.2,4,1.7,0,-2,1.1,-2.6
Cc1oc2ccc(OCC(N)=O)cc2c1C(=O)OC(C)C,1,3,-1.3,-0.2,-1.5,-3,-0.3,-1,1,-1.8,0.5
CCC(=O)Nc1ccc(Cl)c(NC(=S)NC(=O)COc2ccc(Cl)cc2)c1,-1,-1,0.0,-0.7,-1.5,7,-0.8,-2,-1,-2.9,0.2
CCOc1ccc(CC(=O)NNC(=S)NC)cc1,-2,0,-0.6,0.0,-1.7,9,·,-9,-1,-0.9,0.7
C#CCOCCOCCOCCNc1nc(N2CCOCC2)nc(N2CCN(C(=O)[C@H](CCCCN)n3cc(CN)nn3)CC2)n1,2,-4,-1.0,-0.1,-0.8,5,0.4,-5,-4,-1.0,0.6
Cc1cccc(C)c1NC(=O)Cn1cc(C=O)c2ccccc21,-2,3,-4.0,-1.1,-1.6,2,-2.0,-1,-4,-2.6,-1.0
NC(=O)c1cn(-c2ccccc2)nc1-c1cc2ccccc2oc1=O,-129,-89,-1.3,-0.4,-2.1,1,-2.0,-17,-184,-0.1,-0.7
COc1cccc(COC(=O)c2ccc3c(c2)NC(=O)C(C)S3)c1OC (stereo not given),2,4,-0.9,-1.0,-1.4,5,-0.9,0,0,-2.6,2.6
O=C(NCC1COCCO1)c1cc(COc2c(F)cccc2F)on1 (stereo not given),1,-6,1.0,1.1,-1.0,5,1.0,-8,-10,-2.8,1.1
CCSC1=C(C#N)C(CC(C)C)C2=C(CCCC2=O)N1 (stereo not given),-46,-58,-0.5,-0.4,-1.6,-9,·,-25,-64,-0.5,-1.0
O=C(OCC(=O)c1cccc2ccccc12)c1ccc(CO)cc1,1,4,0.2,0.5,-0.8,-32,1.5,2,-5,6.1,6.8
CCOc1cc(CN2CCN(Cc3ccc(C)o3)C(CCO)C2)ccc1OC (stereo not given),2,-3,-2.1,-0.5,-1.0,0,0.6,4,5,-1.0,3.1
C[C@H](NC(=O)C1CC(=O)N(c2ccc(F)cc2)C1)C(=O)N1CCCCC1 (stereo not given in full),-1,0,1.3,0.3,-1.1,1,0.1,-2,-7,0.3,1.9
COc1ccc(NC(=O)CN(C)C(=O)/C=C/c2ccc(OCc3ccccc3)cc2)cc1,1,-4,-3.4,-0.8,-0.6,3,0.1,-4,-8,-0.2,7.1
CCCCC(=O)Nc1nnc(SCC(=O)NC2CCCC2)s1,1,-7,-2.1,-0.8,-1.1,1,0.2,-3,0,-0.7,3.2
Cc1ccc(NC(=O)NCCSc2ccc(C)cc2)cc1,2,10,-2.2,0.5,-1.5,-12,1.4,7,2,-0.5,-1.9
CCCNC(=O)CCC(NS(=O)(=O)c1ccc(C)cc1)C(=O)NCCC (stereo not given),-1,-1,-0.3,-0.1,-0.9,2,0.4,-3,1,-4.1,1.3
CCc1ccc(N(CC(=O)Nc2nc3ccc(C)cc3s2)S(=O)(=O)c2c(C)noc2C)cc1,0,16,0.6,-0.3,-1.4,-23,2.1,9.7*,0,-0.7,-0.3
O=C(Nc1ccc(-c2csc(Nc3ccc(Cl)cc3)n2)cc1)c1cc([N+](=O)[O-])cc(C(F)(F)F)c1,7,6,2.1,1.4,-0.6,1,1.9,3,1,2.4,1.2
O=C1CCC(C(=O)OC(C(=O)Nc2ccc([N+](=O)[O-])cc2Br)c2ccccc2)=NN1 (stereo not given),2,-4,-2.1,-0.6,-1.5,-5,-0.4,-1,-6,-3.2,1.5
O=C(NCCC(=O)N1CCN(Cc2c(F)cccc2Cl)CC1)c1ccc(Cl)cc1,-3,6,-1.2,0.6,-1.0,-7,-1.2,-3,-2,0.5,-1.9
Cc1nn(-c2ccccc2)c(C)c1/C=C/C(=O)OCC(=O)Nc1ccc(C(N)=O)cc1,0,-19,0.1,-1.3,-1.4,12,0.2,0,-4,3.0,1.3
Cc1cc2c(cc1S(=O)(=O)N(C)c1ccccc1)NC(=O)CO2,-1,14,0.0,-0.4,-1.1,1,-0.2,1,1,-3.1,0.9
O=C(CN1C(=O)NC2(CCc3ccccc32)C1=O)c1ccc2c(c1)OCCO2 (stereo not given),-5,3,1.3,0.3,-0.7,1,-0.3,-1,-6,1.1,3.8
CCOC(=O)C1CCN(C(=O)COc2ccc(Cl)cc2)CC1,6,-6,-0.7,0.1,-1.0,4,1.6,0,4,-0.8,4.0
Cc1cccc(N(C)S(=O)(=O)c2c[nH]c3ccc([N+](=O)[O-])cc23)c1,4,11,-2.7,0.1,-1.1,-30,0.2,6,-4,-1.7,-0.7
O=C(Nc1ccccc1Cl)NC1(C(=O)NCc2cccnc2)CCCCC1,1,-4,-1.3,0.0,-1.3,-2,-0.6,-2,-4,-0.7,-1.2
CC(=O)Nc1ccc(S(=O)(=O)N2CCN(C(=O)c3cccnc3)CC2)cc1,1,2,-1.3,-0.8,-1.5,-1,-0.2,-2,0,0.8,-1.3
COc1cccc(NC(=O)N2CCC(NC(=O)c3ccco3)CC2)c1,-1,-2,-1.9,-0.2,-1.3,1,-1.6,-2,-5,-0.1,0.1
COc1ccc(C2NC(=O)NC(C)=C2C(=O)OCc2ccc3c(c2)OCO3)cc1OC (stereo not given),9,8,-2.4,-0.6,-2.2,5,-1.0,-3,-2,0.4,0.2
O=C(O)Cc1ccc(NC(=O)Nc2cccc(Cl)c2)cc1,1,-8,-1.4,-0.2,0.4,1,-0.3,-6,-5,-4.5,1.5
O=C(O)c1cc(-c2ccc3c(c2)OCO3)nc2ccc(Cl)cc12,-207,-13,5.8*,1.0,0.6,-4,-0.3,-4,-336,1.2,3.7
COC(=O)[C@@H]1C[C@@]2(O)[C@@H](O)[C@@H](O)[C@@H](O)C[C@H]2N1Cc1ccc(Cl)cc1,-1,-2,-0.9,0.1,-1.2,0,0.8,-5,-2,1.3,-0.3
CCCNC(=O)CSCc1nc(-c2ccc(SC)cc2)oc1C,-7,-15,-0.2,-0.4,-1.7,6,-1.2,-7,-7,-0.4,-0.3
COc1cccc(-n2nnc3c(=O)n(Cc4c(F)cccc4Cl)cnc32)c1,0,4,1.0,0.1,0.0,5,-0.6,0,6,-2.8,1.4
COc1ccc(-c2nn(CCC#N)cc2C(=O)Nc2cccc(C(=O)O)c2)cc1[N+](=O)[O-],5,1,-0.1,0.2,-1.1,-3,1.7,3,8,-1.8,-0.2
CC(=O)Nc1cccc(NC(=O)COC(=O)C2CC3CCCC(C2)C3=O)c1 (stereo not given),1,-4,-1.2,-0.2,-0.2,4,1.4,-5,-7,-1.2,-1.1
O=C(Nc1ccc(NC(=O)C23CC4CC(CC(C4)C2)C3)cc1)c1cc(F)c(F)cc1Cl,2,-7,-0.8,0.0,-1.1,-3,0.7,1,3,-0.7,3.1
COc1cc(OC)c(-c2nnc(-c3ccc(OC)c(OC)c3OC)o2)cc1OC,i,-404,-3.2,-1.4,-1.9,5,-0.2,-167,i,-5.0,-1.0
O=C(O)CC12CC3CC(C1)CC(n1ncc(NCc4ccc(F)cc4)c(Cl)c1=O)(C3)C2,0,-15,0.1,0.2,-0.7,1,-0.1,-3,-6,-0.2,1.6
COC(=O)C1=C(C)NC(=O)C1(NC(=O)c1cccnc1)C(F)(F)F (stereo not given),1,3,0.7,-0.3,-1.0,-2,0.1,-1,6,-1.1,2.2
CC1CCCC(NC(=O)COC(=O)c2ccc(N(C)C)cc2)C1C (stereo not given),-1,2,-1.9,-0.4,-1.3,7,0.8,-6,-3,0.2,4.2
O=C(c1c[nH]c2ccccc12)N1CCC(Oc2cccnc2)CC1,5,1,1.4,-0.4,-1.0,-5,·,2,2,4.1,·

Screening data as filed in PubChem.
